VHR inh color – blocks the human dual specificity phosphatase VHR1; P51452; recombinant VHR phosphatase, colorimetric substrate read-out; inhibition, % at 20 µM; hit rate 0.7% among 50,000; AID 1992; in the data active = inhibition above about 60%; note: some results filed as inactive read as strong as hits
Target sequence (P51452 whole entry, looked up): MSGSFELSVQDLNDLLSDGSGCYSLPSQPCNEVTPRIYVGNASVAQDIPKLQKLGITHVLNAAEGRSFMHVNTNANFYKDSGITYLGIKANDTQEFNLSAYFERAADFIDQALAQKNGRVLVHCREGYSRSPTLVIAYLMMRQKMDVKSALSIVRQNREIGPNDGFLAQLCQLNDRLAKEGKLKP
The depositor's hits bear a star. This is a subset; the hit share may differ from the screen's.

A first look, 5 compounds:
SMILES | VHR inh color
O=C(c1ccc(F)cc1)N(Cc1ccccc1)c1cccc([N+](=O)[O-])c1 | -21.5
COc1ccc(OC)c(C2/C(=C(\O)c3ccc(F)cc3)C(=O)C(=O)N2CCCCCC(=O)O)c1 (centres undefined) | -3.0
CN1CCN(CN2C(=O)C(=O)c3ccccc32)CC1 | -14.4
CCOC(=O)C1=C(C)N=c2s/c(=C\c3ccc(F)cc3)c(=O)n2C1c1cccc(OC)c1 (centres undefined) | 2.1
CC(C)(C)NC(=O)/C(=C\c1ccc(Br)cc1)NC(=O)c1ccc([N+](=O)[O-])cc1 | 8.5

The list itself, from the first entry:
SMILES | VHR inh color
O=C(c1ccc(F)cc1)N(Cc1ccccc1)c1cccc([N+](=O)[O-])c1 | -21.5
COc1ccc(OC)c(C2/C(=C(\O)c3ccc(F)cc3)C(=O)C(=O)N2CCCCCC(=O)O)c1 (centres undefined) | -3.0
CN1CCN(CN2C(=O)C(=O)c3ccccc32)CC1 | -14.4
CCOC(=O)C1=C(C)N=c2s/c(=C\c3ccc(F)cc3)c(=O)n2C1c1cccc(OC)c1 (centres undefined) | 2.1
CC(C)(C)NC(=O)/C(=C\c1ccc(Br)cc1)NC(=O)c1ccc([N+](=O)[O-])cc1 | 8.5
Cc1ccccc1/C(=C1\OC(=O)c2ccccc21)[N+](=O)[O-] | 0.6
CCc1ccccc1NC(=O)c1ccccc1C(F)(F)F | -16.0
CCOC(=O)c1c(NC(=O)c2sc3cc(C)ccc3c2Cl)sc(C(N)=O)c1C | -14.1
COc1ccc(N(CC(=O)NC(C)c2ccccc2)S(=O)(=O)c2ccc(OC)c(OC)c2)cc1 (centres undefined) | -20.0
CCSc1sc(CC)cc1CN1C(=O)c2ccccc2C1=O | 11.9
O=C(NC(=S)Nc1cccnc1)c1ccc(Cl)cc1 | -8.0
Cn1c(=N)n(CC(=O)c2cc(C(C)(C)C)c(O)c(C(C)(C)C)c2)c2ccccc21 | 3.0

Among those listed so far, these have a tert-butyl group.
SMILES | VHR inh color
CC(C)(C)NC(=O)/C(=C\c1ccc(Br)cc1)NC(=O)c1ccc([N+](=O)[O-])cc1 | 8.5
Cn1c(=N)n(CC(=O)c2cc(C(C)(C)C)c(O)c(C(C)(C)C)c2)c2ccccc21 | 3.0

The list goes on.
SMILES | VHR inh color
COc1ccc(C(C)NC(=O)c2ccc(C(C)(C)C)cc2)cc1 (centres undefined) | -17.9
CCN1/C(=C2/OC(=S)N(C)C2=O)C=Cc2cc(C)ccc21 | 7.0
O=C1C(=O)N(CC2CCCO2)C(c2ccc(F)cc2)/C1=C(/O)c1ccccc1 (centres undefined) | -12.3
CCCC(C)NS(=O)(=O)c1ccc(Cl)cc1 (centres undefined) | -8.5
O=C(Nc1cccc2c1C(=O)c1ccccc1C2=O)c1ccc(S(=O)(=O)N2CCOCC2)cc1 | 6.0
COc1cc2ccccc2cc1C(=O)Nc1ccc(S(=O)(=O)Nc2nccs2)cc1 | -8.9
COC(=N)/C(C#N)=C/c1c(O)n(-c2c(Cl)cccc2Cl)c2ccccc12 | -16.8
COC(=O)c1ccc(/C=C2/C=C(c3ccc(Br)cc3)OC2=O)cc1 | 7.5
CCOc1ccc(N(CC(=O)Nc2ccccc2C(=O)OC)S(=O)(=O)c2ccc(SC)cc2)cc1 | 3.7
Cc1cc(C)cc(-n2c(C)cc(/C=C3\NC(=S)NC3=O)c2C)c1 | 2.6
CCCOc1ccccc1/C=C1/C(=O)NN(c2ccc(C(=O)OCC)cc2)C1=O | 8.0
CC(=O)N1c2ccc(C)cc2C2(c3ccccc3)N(C(C)=O)c3ccc(C)cc3C12c1ccccc1 (centres undefined) | -6.1
O=C(Nc1ccc2c3c(cccc13)CC2)c1ccccc1I | -12.0
COCCOC(=O)c1c(C)oc2ccc(OCc3cccc(F)c3)cc12 | -23.8
COC(=O)c1ccc(C2C3=C(CC(C)(C)CC3=O)NC3=C2C(=O)CC(C)(C)C3)cc1 | -5.1
Cc1ccc(CC2C(=O)N(c3ccc(I)cc3)C(=O)C2C)cc1 (centres undefined) | -17.9
C#CCOc1ccc(/C=C2\C(=O)NC(=O)N(c3ccc(C)cc3)C2=O)cc1Br | 3.9
COc1ccccc1CC(=O)Nc1ccc(Br)cc1 | 10.5
NC(=O)CCCN1C(=O)/C(=C/c2ccccc2)SC1=S | -1.7
Ic1ccccc1NCn1nnc2ccccc21 | -29.0
Cc1cccc(CC2S/C(=N/N=C/c3cccc([N+](=O)[O-])c3)N(c3ccccc3)C2=O)c1 (centres undefined) | -40.5
CCOc1ccccc1NC(=O)COc1ccc(Br)c(C)c1 | 3.7
CC(C)N1CCC(Nc2ccccc2)N1C=O (centres undefined) | -2.2
Cc1nnc(SCC(=O)N2c3ccccc3C(C)(c3ccc(Br)cc3)CC2(C)C)s1 (centres undefined) | -3.3
O=[N+]([O-])c1cccc(N/N=C/c2ccc(O)cc2O)c1 | -13.5
Cc1c(O)nc(Nc2nc(C)c3ccccc3n2)[nH]c1=O | -6.8
CCOc1ccc(/C=N\NC(=O)c2ccc(Br)cc2)c(O)c1 | 3.2
O=C(Nc1ccc(Cl)c(C(F)(F)F)c1)c1cccc(I)c1 | -10.3
COc1ccc(N=c2ssc3c2-c2cc(C)c(C)cc2NC3(C)C)cc1 | -5.0
COc1cccc(C(=O)Nc2nnc(-c3ccc([N+](=O)[O-])cc3)s2)c1 | 3.9
CCOc1ccc2nc(SC3CC(=O)N(c4ccccc4C)C3=O)sc2c1 (centres undefined) | -7.0
Cc1ccc2nc(C)c3c(c2c1)OC(C)C3 (centres undefined) | 2.9
NC(=O)c1c(NC(=O)c2cccc(Oc3ccccc3)c2)sc2c1CCCC2 | -21.1
C=CCN1C(=O)/C(=C\c2cc(Cl)cc(Br)c2O)SC1=S | -29.5
CCOC(=O)c1ccccc1NC(=O)COc1ccc(C)c(C)c1 | -2.9
O=C(O)CCCCCN=C1CCCc2ccccc2N1 | -9.5
Cc1ccc(SCCNS(=O)(=O)c2ccc(C)cc2)cc1 | -17.5
Cc1ccc(NC(=O)CC(C)C)cc1Cl | -1.2
C=CC[n+]1c(-c2ccc(OC)cc2)csc1Nc1cccc(C)c1C | 6.8
Clc1ccc(-c2noc(-c3ccc(-c4ccccc4)cc3)n2)cc1 | -8.8
Cc1ccc(S(=O)(=O)CCc2nc3ccccc3[nH]2)cc1 | 1.9
CCOC(=O)N=Nc1c(O)[nH]c2ccc(OC)cc12 | -26.7
CCOC(=O)CCc1c(C)nc2c(C)c(-c3ccc(C)cc3)[nH]n2c1=O | 5.4
CC(=O)/C(=C(/C)O)c1cc(C(C)(C)C)c(O)c(O)c1C(C)(C)C | -13.2
CN(C)c1ccc(C2/C(=C(\O)c3ccccc3)C(=O)C(=O)N2c2cccnc2)cc1 (centres undefined) | -24.3
C/C(=N\Nc1cc(-c2ccccc2)nc(C)n1)c1ccccc1 | -30.5
COc1ccc(N(CC(=O)N2CCOCC2)S(C)(=O)=O)cc1Cl | -3.3
O=[N+]([O-])c1cccc(-n2cccc2/C=N/Nc2nc(N3CCOCC3)nc(N3CCOCC3)n2)c1 | -54.8
Cc1cc(C)n(-c2nc3nonc3nc2Nc2cccc(C(F)(F)F)c2)n1 | 1.0
O=P(CO)(c1ccccc1)c1ccccc1 | -7.2
C=CCOCC(O)CS(=O)Cc1ccccc1 (centres undefined) | -30.2
C=CCNC(=O)Nc1ccc2nccnc2c1 | 15.1
O=C(CCN1C(=O)/C(=C/c2ccccc2Cl)SC1=S)Nc1ncc(Cc2ccccc2Cl)s1 | -28.3
CCC(C)(C)C1CCc2c(sc(NC(=O)c3ccc([N+](=O)[O-])c(C)c3)c2C(N)=O)C1 (centres undefined) | -0.5
C/C(=N\Nc1nnc2c(n1)[nH]c1ccccc12)c1ccccn1 | -17.5
CC(=O)c1cccc(NC(=O)/C(=C/c2cccc3ccccc23)NC(=O)c2ccc(C)cc2)c1 | 8.4
COc1ccc(/C=C/C(=O)Nc2c(F)c(F)c(F)c(F)c2F)cc1 | -3.8
O=C(NCCCn1ccnc1)c1cc([N+](=O)[O-])cc([N+](=O)[O-])c1 | -15.2
Cc1ccccc1OCC(=O)N/N=C/c1cn(C)c2ccccc12 | -32.4
COc1ccc(/C=C(\C(C)=O)[N+](=O)[O-])cc1 | -1.2

Five of the compounds above, as a markdown table.
| SMILES | VHR inh color |
| --- | --- |
| O=P(CO)(c1ccccc1)c1ccccc1 | -7.2 |
| COc1ccc(/C=C/C(=O)Nc2c(F)c(F)c(F)c(F)c2F)cc1 | -3.8 |
| C=CCOCC(O)CS(=O)Cc1ccccc1 (centres undefined) | -30.2 |
| CC(=O)c1cccc(NC(=O)/C(=C/c2cccc3ccccc23)NC(=O)c2ccc(C)cc2)c1 | 8.4 |
| Cc1cc(C)n(-c2nc3nonc3nc2Nc2cccc(C(F)(F)F)c2)n1 | 1.0 |

The list goes on:
SMILES | VHR inh color
COc1ccc(-c2cc(C(=O)Nc3ccccc3C)c3ccccc3n2)cc1 | -9.4
Cc1ccc2c(c1)NC(c1ccc(C)o1)C1=C(CC(c3ccccc3)CC1=O)N2 (centres undefined) | -0.4
CC1Cc2ccccc2N1C(=S)Nc1ccc2nccnc2c1 (centres undefined) | 5.9
NC(=S)N/N=C/c1cn(-c2ccccc2)nc1-c1ccc(Cl)cc1 | -3.1
CN(CC(O)c1cccc(O)c1)C(=O)c1ccccc1 (centres undefined) | 101.8
CC1=C(C(=O)Nc2ccccc2)C(c2cccc(Br)c2)NC(=O)N1 (centres undefined) | -14.9
CS(=O)(=O)N(CC(=O)N1CCOCC1)c1ccc(Br)cc1 | -9.3
O=C(CSc1nc2ccccc2[nH]1)Nc1nc2c(s1)CCCC2 | -3.2
O=C(Nc1ccc(I)cc1)C1CC(=O)N(c2ccc(F)cc2)C1 (centres undefined) | -3.9
COc1cc(C(=O)Nc2ccccc2)c2ccccc2n1 | 3.6
CC(=O)C1=C(O)C(=O)N(CCN(C)C)C1c1ccc(F)cc1 (centres undefined) | 6.3
O=C(O)/C(=C\C=Nc1ccc(Br)cc1)Nc1ccc(Br)cc1 | -26.3
Cc1ccc(NC(=O)c2cnccn2)cc1C | -6.4
CN1CCC(=NNC(=O)c2cccc([N+](=O)[O-])c2)CC1 | -14.0
CCC(C(=O)N1CCN(c2cccc(Cl)c2)CC1)c1ccccc1 (centres undefined) | 33.1
Cc1cccc(N=C2NC(=O)CS2)c1C | -1.0
Cc1occc1C(=O)Nc1nc(-c2ccccc2)c(C)s1 | -7.9
Cc1ccc(-c2ccc(/C=C3/SC(=O)NC3=O)o2)c(Br)c1 | -15.9
CC(=O)Nc1ccccc1C(=O)N1CCc2ccccc2C1 | -8.6
O=C(Nc1ccccc1CO)c1ccccc1F | -16.6
O=C(N/N=C/c1ccc(Cl)cc1)C(=O)Nc1cccc(Cl)c1 | -8.3
COc1cc(NC(=O)COc2ccc(Cl)cc2Br)cc(OC)c1 | -8.8
COC(=O)C1=C(C)N(c2ccc(C)cc2)/C(=C\c2sccc2C)C1=O | -4.4
CC(C)OC(=O)C(C(=O)C(F)(F)F)c1cc(NS(=O)(=O)c2ccc(F)cc2)ccc1O (centres undefined) | -0.4
CCN(CC)S(=O)(=O)c1ccc(Cl)c(C(=O)Nc2sc3c(c2C#N)CCCC3)c1 | 17.0
COc1ccc(N(CC(=O)Nc2ccc(OC)c(OC)c2)S(C)(=O)=O)cc1Cl | 5.3
C=CCOc1c(Cl)cc(/C=C2/C(=O)NN(c3ccc(C)c(C)c3)C2=O)cc1OC | 18.4
COc1ccccc1/C=C/C(=O)c1c2c(c(C)[nH]c1=O)CCCC2 | 2.1
CC(C)(C)NC(=O)c1sc2ccccc2c1Cl | -3.7
COC(=O)c1c(NC(=O)COc2ccc(C)cc2C)sc2c1C(C(=O)OC)CC2 (centres undefined) | -16.7
CCC1=NN(C(=O)c2cccc(OC)c2)C(O)(c2ccc(Br)cc2)C1 (centres undefined) | 8.9
CCCC(=O)N1CCN(c2ccc(F)cc2)CC1 | -0.5
NS(=O)(=O)c1ccc(CCNc2ccc(C(F)(F)F)cc2[N+](=O)[O-])cc1 | -10.9
O=C(N/N=C\c1cc([N+](=O)[O-])ccc1N1CCCC1)c1ccccn1 | 0.0
Oc1c(Br)cc(/C=N/Nc2nc3ccccc3s2)c(O)c1Br | 3.9
O=C(CSc1nc2ccccc2o1)Nc1ccccc1 | -3.7
COc1ccc(NC(=O)c2cc3nc(-c4ccc(Cl)cc4)cc(C(F)(F)F)n3n2)cc1OC | -21.2
Cc1cccc(OCCn2c(N)nc3ccccc32)c1 | 8.3
O=C(Nc1ccc(F)cc1)N1CCc2ccccc21 | -5.5
Cc1cc(-c2cc(Cl)ccc2O)n[nH]1 | 2.2
Cc1ccc(SCCNC(=O)CN(c2cccc(Cl)c2)S(=O)(=O)c2ccccc2)cc1 | 6.5
Cc1ccc(OCCn2c(SCC(N)=O)nc3ccccc32)cc1 | -34.7
O=C(O)c1ccccc1C(=O)Nc1ccc2c(c1)C(=O)c1ccccc1C2=O | -1.9
Cc1nc2cc(-c3cccc(Cl)c3)[nH]n2c(=O)c1Cl | 24.7
COC(=O)C1=C(C)N(C)C(C)=C(C(=O)OC)C1c1cccs1 | -18.2
CC1(C)CC(NC(=S)Nc2ccc(F)cc2)CC(C)(C)N1 | -7.8
O=C(CN1C(=O)c2cccc([N+](=O)[O-])c2C1=O)Nc1nc(-c2ccccc2)cs1 | 6.2
CCC(=NCCc1ccccc1)C1=C(O)CCC1=O | 0.2
C=CCc1ccccc1OCCOc1c(Br)cc(/C=N/n2cnnc2)cc1OC | 2.7
O=C(Nc1cccc(Br)c1)c1ccccc1 | -16.5
CC1=C(C(=O)OCCc2ccccc2)C(c2ccc(Cl)cc2Cl)CC(=O)N1 (centres undefined) | -1.0
Cc1ccc(NC(=O)c2ccc(OCC(C)C)cc2)c(C)c1 | 6.3
FC(F)(F)c1ccccc1CN1CCN(C2CCCCC2)CC1 | -6.3
O=c1[nH][nH]c(=O)c2cc(Oc3ccc([N+](=O)[O-])cc3)ccc12 | 3.0
COC(=O)C1=C(C)N=c2s/c(=C/c3cccc([N+](=O)[O-])c3)c(=O)n2C1c1ccc(OC(C)=O)cc1 (centres undefined) | 23.7
CCCCOc1ccc(NC(=O)CSCC(=O)OCC)cc1 | -6.2
COc1ccc(OC)c(NC(=O)CN(c2cc(C)cc(C)c2)S(=O)(=O)c2ccccc2)c1 | 2.1
N#CC(C#N)=Cc1c[nH]c(=O)c(C#N)c1Nc1ccccc1 | 40.1
COCCCNCCOCCOc1cccc(OC)c1 | -20.4

Bioassay records deposited in PubChem by Sanford-Burnham Center for Chemical Genomics.
